Screening results as filed in PubChem BioAssay.
MEX-5 binding: MEX-5 zinc finger RNA-binding disruptors – biochemical, C. elegans, fluorescence polarization, MLPCN library, primary screen | Zinc finger protein mex-5 (Caenorhabditis elegans), Q9XUB2 | MEX-5/FITC-TCR2 RNA binding; hits give low values | activity score (negative = inhibition of binding), % at 10 µM | 0.38% of 300,000 active;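 active = inhibition past about -25% in most replicates, and total fluorescence under double the plate's negative control median, limit read from the data; inconclusive = replicates evenly split on the limit, or fluorescence at least double controls; inactive = too little inhibition in most replicates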;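 note: 0% = DMSO and -100% = 5 µM competing unlabeled TCR2 RNA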
Target sequence (Q9XUB2 whole entry, looked up): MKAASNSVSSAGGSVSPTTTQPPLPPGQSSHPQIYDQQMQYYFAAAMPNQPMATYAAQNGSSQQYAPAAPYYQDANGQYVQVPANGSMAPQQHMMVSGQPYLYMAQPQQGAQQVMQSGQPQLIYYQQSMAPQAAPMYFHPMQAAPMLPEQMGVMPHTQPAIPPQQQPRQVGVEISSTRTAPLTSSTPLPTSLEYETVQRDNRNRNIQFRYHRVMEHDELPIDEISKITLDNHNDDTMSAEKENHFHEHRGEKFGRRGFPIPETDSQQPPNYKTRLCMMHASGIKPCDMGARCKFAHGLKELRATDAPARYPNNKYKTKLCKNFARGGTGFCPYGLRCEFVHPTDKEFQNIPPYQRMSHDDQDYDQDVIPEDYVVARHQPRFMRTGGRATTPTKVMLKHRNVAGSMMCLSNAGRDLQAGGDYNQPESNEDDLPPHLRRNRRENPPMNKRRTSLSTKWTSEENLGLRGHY
Yeast superoxide: reduction of superoxide in aged yeast, primary screen, HTS | S. cerevisiae aged cells, superoxide DHE fluorescence; hits give low values | superoxide response (% of plate mean), % at 10 µM | 0.18% of 330,000 active;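 active = superoxide response under a set limit, about three screen SD below normal, cut at about 65% in these data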;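 note: yeast aged for seven days with compound at 30 °C before DHE staining; 100% = average MFI of all compound-treated wells on the plate with controls excluded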
Bcl-xL primary: inhibitors of human Bcl-xL, primary screen, biochemical, fluorescence polarization, HTS; 0.7% of 320,000 active; inhibition, % at 10.9 µM; GST-Bcl-xL / FITC-Bim BH3 peptide fluorescence polarization;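 active = inhibition above the mean of all tested compounds plus 3 SD, cutoff set per campaign, cut at about 30% in these data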;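 note: 0% = DMSO wells and 100% = unlabeled Bim-BH3 peptide competitor; inhibitors lower millipolarization by displacing the labeled peptide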
GLD-1 TGE inh: GLD-1/TGE RNA complex disruptors, primary screen, biochemical, fluorescence polarization. 0.44% of 320,000 active. Female germline-specific tumor suppressor gld-1 (Caenorhabditis elegans), Q17339. purified GLD-1 + fluorescein TGE RNA. inhibition, % at 5.96 µM;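 active = percent inhibition above a per-plate cutoff, the plate mean of test compounds plus 3 SD, cut at about 30% in these data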;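 note: 0% = DMSO wells with GLD-1 and probe and 100% = wells lacking GLD-1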
Target sequence (Q17339 whole entry, looked up): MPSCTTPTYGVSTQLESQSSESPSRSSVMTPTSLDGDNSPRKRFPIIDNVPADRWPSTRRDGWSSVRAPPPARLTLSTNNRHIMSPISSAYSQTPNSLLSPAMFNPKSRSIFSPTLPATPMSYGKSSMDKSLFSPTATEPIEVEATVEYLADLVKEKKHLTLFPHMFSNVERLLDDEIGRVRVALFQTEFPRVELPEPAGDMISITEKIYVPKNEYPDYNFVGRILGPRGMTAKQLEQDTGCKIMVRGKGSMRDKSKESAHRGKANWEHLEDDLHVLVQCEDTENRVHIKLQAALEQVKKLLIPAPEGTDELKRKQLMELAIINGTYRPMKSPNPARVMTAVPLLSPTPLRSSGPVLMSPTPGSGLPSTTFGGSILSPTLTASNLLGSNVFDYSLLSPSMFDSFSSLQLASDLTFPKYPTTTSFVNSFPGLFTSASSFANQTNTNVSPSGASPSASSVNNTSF
MCL1-BIM inh: inhibitors of MCL1 binding to BIM-BH3, primary screen, biochemical, fluorescence polarization; Induced myeloid leukemia cell differentiation protein Mcl-1 (Homo sapiens), Q07820; GST-MCL1 / FITC-Bim-BH3 fluorescence polarization; inhibition, % at 10.9 µM; 0.68% of 320,000 active; AID 2057, 2009;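 active = inhibition above the mean inhibition of all tested compounds plus 3 SD, set per campaign, cut at about 40% in these data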;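 note: 0% = DMSO wells and 100% = unlabeled Bim-BH3 peptide control; higher means more loss of mP so more displacement of Bim peptide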
Efflux pump inh: inhibitors of Candida efflux pumps in yeast, primary screen, S. cerevisiae, Nile Red, multiplex | S. cerevisiae Candida pump triplex | inhibition, % at 10 µM | 0.44% of 330,000 active;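 active = plate passing quality check with inhibition over a set limit, or well fluorescence over plate mean plus 4 SD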;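 note: Nile Red retained in pooled yeast measured as flow cytometry median fluorescence; 0% = buffer negative control and 100% = Enniatin B positive control; higher means more Nile Red kept so more efflux inhibition; some compounds called inactive have numbers as strong as hits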
ZTA counter: ZTA (EBV) inhibition in EBNA-1 counter-screen; P03206; ZTA-DNA binding, fluorescence polarization; inhibition, % at 11 µM; 0.15% of 320,000 active; AID 2234; in the data active = inhibition above about 33%
EBNA-1 inhibitor: EBNA-1 DNA-binding inhibitors, primary screen, biochemical, fluorescence polarization; inhibition, % at 14.8 µM; 0.34% of 300,000 active; AID 1950, 2009; in the data active = inhibition above about 28%
Fam108B counter: mouse Fam108B serine hydrolase inhibitors, primary screen, counter-screen for RBBP9 inhibitor project, biochemical, fluorescence polarization | recombinant Fam108B, FP-Rh probe fluorescence polarization | inhibition, % at 9.51 µM | 0.33% of 300,000 active;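 active = inhibition above the screen mean inhibition plus 3 SD, computed separately per campaign, cut at about 18% in these data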;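 note: inhibitors lower polarization as less probe binds the enzyme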
Numbers without * were called inactive; ? = inconclusive; nt = not tested or not shown; & = joins results of further samples. Not a hit list; 2.3% or so of the library scored in one or more.

Molecule	MEX-5 binding	Yeast superoxide	Bcl-xL primary	GLD-1 TGE inh	MCL1-BIM inh	Efflux pump inh	ZTA counter	EBNA-1 inhibitor	Fam108B counter
COc1ccc(C(=O)NCCc2ccc(Cl)cc2)cc1S(=O)(=O)N1CCCCC1C (stereo not given)	nt	78	2	0	-1	0.1	2	nt	nt
COc1ccc(-c2nc(CN3CCN(Cc4ccccc4)CC3)c(C)o2)cc1	0.3	93	0	4	2	0.1	2	-9	1
CCOC(=O)c1c(C)sc2c1N(C(=O)CCl)c1cc(Cl)ccc1S2	3.2	108	4	-6	-3	0.2	-3	-5	0
O=C(Nc1ccncc1)C1CCN(S(=O)(=O)c2ccccc2C(F)(F)F)CC1	-3.7	99	4	3	-2	-0.2	-15	2	-6
Cc1cccc(Cn2c(=O)c3c(nc4n3CCCN4Cc3ccccc3)n(C)c2=O)c1	0.5	107	-9	5	-12	0.3	-8	-1	5
CCOc1ccc(N(CC(=O)Nc2ccc(C)cc2)S(=O)(=O)c2c(C)[nH]c(=O)[nH]c2=O)cc1	-3.4	96	3	-5	-3	0.3	1	-2	1
O=C(Nc1ccccc1)[C@@H]1CC=C[C@@H]2CCN(C3CCCCC3)C(=O)[C@@H]21	-1.1	96	5	2	4	-0.1	-13	9	2
CC(C)c1nnc(NC(=O)CCC(=O)NCc2ccccc2Cl)s1	1.3	88	5	3	-2	0.2	-10	-1	-3
CC(=O)NCCc1csc(-c2ccccc2)n1	0.8	116	-2	2	-2	0.1	9	10	-1
CC(C(=O)NC1C(=O)N2C(C(=O)O)=C(CSc3nnnn3C)CSC12)n1cc(Cl)cn1 (stereo not given)	-1.0	99	8	3	9	0.0	-4	-10	-1
C=CCN(Cc1ccc(Cl)s1)C(=O)CNC(=O)CNC(=O)c1ccc(Cl)cc1Cl	nt	115	2	6	2	0.1	-15	nt	nt
Cc1ccc(C)n1-c1ccc(C(=O)N/N=C/c2ccncc2)cc1	2.2	104	2	4	-5	0.4	-6	-7	-3
Nc1nn2c(-c3ccccc3)cc(=O)[nH]c2c1N=Nc1ccc(O)cc1	-2.6	76	25	-6	64*	0.0	-20	-5	21*
CCOC(=O)N1CCN(C(=O)c2csc3c2CCCCC3)CC1	-5.3	108	0	-5	0	0.1	9	3	0
CC(C)N(C(=O)Cc1ccccc1[N+](=O)[O-])C(C)C	1.8	90	0	-2	0	-0.1	-15	-8	3
Cc1cc(NC(=O)CSc2n[nH]c(-c3cccs3)n2)no1	0.1	91	1	5	-4	-0.1	4	10	0
N#C/C(=C(/O)c1cc2ccccc2o1)c1nc2ccccc2s1	-33*	100	3	-4	0	-0.2	-2	-1	22*
Cc1ccc(NC(=S)NCc2ccccn2)cc1	0.3	87	1	7	8	0.0	1	3	-3
COCc1nc2sc3c(c2c(=O)[nH]1)CCCC3	0.8	97	0	4	-3	0.2	4	-5	3
CC(C)c1ccc(OCc2ccc(C(=O)N(C)C)o2)cc1	3.7	125	1	-5	-5	0.0	-7	-14	-4
CCOc1ccc(S(=O)(=O)N2CCC(C(=O)NCc3ccncc3)CC2)cc1	1.6	91	6	4	3	0.1	7	2	2
CCCCc1nnc(NC(=O)CSc2nc(C)cc(=O)[nH]2)s1	-2.0	107	1	-3	4	-0.1	10	-1	0
COCCNC(=O)Cn1ncc2ccsc2c1=O	-1.7	114	6	-2	5	0.2	-6	-2	3
Cc1ccccc1C(=O)Nc1c(C(=O)N2CCCC2)cnn1-c1ccccc1	-0.7	92	3	0	6	0.1	2	1	-3
CCC(c1n[nH]c(=S)n1-c1ccccc1)N(C)C (stereo not given)	1.2	106	-3	-1	1	0.1	-3	0	2
O=C(NCCCNC1CCCCC1)c1ccc(/C=N/O)nc1	-0.9	102	4	-2	13	0.0	14	-5	-2
O=C(NC1CCN(C(=O)N2c3ccccc3Sc3ccccc32)CC1)c1ccccc1Cl	3.2	89	10	5	7	-0.2	4	3	-1
COc1ccc(-c2nnn(CC(=O)N(Cc3cccs3)C(C)C(=O)NC3CCCC3)n2)cc1OC (stereo not given)	-0.4	99	12	6	9	0.0	-8	-15	-3
O=C(CSc1nnc(-c2ccc(Cl)cc2)n1Cc1ccco1)Nc1ccc2c(c1)OCCO2	-0.5	105	0	4	-8	0.1	-3	2	0
CCNC(=S)N1CCN(Cc2ccc3c(c2)OCO3)CC1	-1.1	108	4	-5	14	-0.1	-3	-10	1
CCCCCCCCc1nc(SC(C)C(=O)O)n[nH]1 (stereo not given)	0.6	96	1	6	9	0.0	-9	2	-2
O=C(C1=C[C@@H](C2CC2)C[C@@H](OCCCCO)O1)N1CCN(Cc2ccc3c(c2)OCO3)CC1	3.5	nt	7	2	7	nt	2	-5	1
COc1ccc([C@@H]2CC=C(C(=O)O)[C@H](c3ccccc3F)N2S(=O)(=O)c2ccc(C)cc2)cc1OC	nt	91	3	9	0	-0.1	8	-9	-4
Cc1[nH]n(-c2ccc([N+](=O)[O-])cc2)c(=O)c1/C=N/N1CCOCC1	0.6	112	6	4	-5	0.0	-7	-5	-2
COC(=O)c1sccc1NS(=O)(=O)c1ccccc1	1.9	124	2	3	4	0.1	-5	5	-4
CC(C)(C)c1csc(NNC(=O)c2ccc(Cl)cc2)n1	2.1	78	2	-2	1	0.2	-10	-9	2
CCN(C(=O)c1cc(Cl)ccc1Cl)C1CCS(=O)(=O)C1 (stereo not given)	0.8	101	4	7	-1	-0.1	-11	-6	0
CCOC(=O)c1c(NC(C)=O)sc2c(OC)c(Br)ccc12	-3.0	99	6	0	10	0.0	16	7	5
CN(NC(=O)C(C)(C)C)c1nc(-c2ccccc2)nnc1C(F)(F)F	-1.0	96	5	5	5	-0.1	12	5	0
CCOc1ccc(C2C(C#N)=C(N)Oc3cc(C)n(CCN(C)C)c(=O)c32)cc1OCC (stereo not given)	-2.5	103	3	8	-1	0.0	6	8	1
CN(CC(O)Cn1cnc2c1c(=O)n(C)c(=O)n2C)c1ccccc1 (stereo not given)	-1.3	120	3	-5	4	0.0	2	-7	2
Cc1cc(O)ccc1N=Cc1c(C(F)(F)F)[nH][nH]c1=O	-14	101	22	6	16	-0.1	5	7	31*
Cc1cc(NC(=O)CN2CCN(c3cccc(Cl)c3)CC2)no1	0.5	101	-4	-10	-6	-0.1	-24	-5	-2
Nc1nc(N2CCN(c3ccc(F)cc3)CC2)n[nH]1	1.0	90	7	1	-5	-0.1	12	2	0
CC(C)OC(=O)C(C#N)c1nc2ccccc2nc1N1CCCC1 (stereo not given)	?	96	-6	-7	-10	0.2	13	7	-3
CC(Sc1nc2ccccc2c(=O)[nH]1)C(=O)O (stereo not given)	0.1	93	2	3	0	0.1	6	-6	-2
CNC(=O)c1ccccc1S(=O)(=O)c1ccccc1C#N	0.8	94	5	-4	9	-0.2	-2	-5	-3
COc1ccc(C(=O)NC2CC2)cc1OC1CCN(Cc2ccc(SC)cc2)CC1	-2.0	89	-1	0	1	0.0	1	2	3
CC1CCN(S(=O)(=O)c2cc(Br)cc(C(=O)NC3=NCCS3)c2)CC1	-0.7	100	6	12	4	-0.1	-6	9	-1
COc1ccc(/C=N/n2c(-c3cc(C)[nH]n3)n[nH]c2=S)cc1OC	4.6	97	-28	2	-31	0.0	8	-3	-1
CCOC(=O)C1=NNC(C(=O)c2ccc(Cl)cc2)C1c1ccc(OC)cc1 (stereo not given)	2.0	88	8	7	6	0.1	-11	6	-2
CCOC(=O)C1CCCN(C(=O)CCCn2nnnc2CN2CCC(C)CC2)C1 (stereo not given)	-2.2	112	-5	4	0	0.0	4	-16	0
Cn1cc([C@@H]2C[C@H]3CN(Cc4cccc(Cl)c4)C(=O)[C@]34CCCN24)c2ccccc21	-7.2	94	0	-5	-11	0.5	-7	0	-25
CCC(C)C(NC(=O)C(CC(C)C)NC(=O)C(CO)NC(=O)C1CCC(=O)N1)C(=O)OC (stereo not given)	0.3	84	-1	-11	2	0.0	-3	-3	-1
O=C1NC2(CCCCC2)C(=O)N1c1ccc(Cl)cc1	-0.8	95	0	2	3	-0.1	0	11	5
COc1ccccc1OCC(O)CN1CCN(CC(=O)Nc2c(C)cccc2C)CC1 (stereo not given)	2.8	97&101	8&5	3&1	8&8	0.0&0.0	10&-15	-8&5	-3&-2
CCOc1ccc2nc(NC(=O)CC3Oc4ccccc4NC3=O)sc2c1 (stereo not given)	1.5	123	5	0	6	0.1	8	22	-10
COC(=O)c1sccc1Oc1c(Cl)cccc1[N+](=O)[O-]	1.8	97	5	3	8	-0.2	16	-1	-1
CC1CC(C)CN(CCCNC(=O)c2ccc3c(c2)N(Cc2ccccc2)C(=O)c2ccccc2S3=O)C1 (stereo not given)	-1.4	98	3	-6	2	0.4	-2	-8	-1
NC(=O)NC(CC(=O)NCCCc1ccccc1)c1ccc(Cl)cc1 (stereo not given)	1.4	88	2	6	5	0.2	13	-7	-2

Next part.
Molecule	MEX-5 binding	Yeast superoxide	Bcl-xL primary	GLD-1 TGE inh	MCL1-BIM inh	Efflux pump inh	ZTA counter	EBNA-1 inhibitor	Fam108B counter
Cc1ccc(S(=O)(=O)N/N=C2/CCCCC2C2CCCCC2)cc1[N+](=O)[O-] (stereo not given)	1.5	89	4	2	3	-0.1	-10	-4	-2
Cc1nn2c(-c3cccc(NC(=O)CN4CCOCC4)c3)nnc2c2ccccc12	1.6	87	0	2	-1	-0.1	17	4	3
Cc1cccn2c(CNCC3(c4ccccc4)CCCC3)c(C(=O)N3CCOCC3)nc12	0.1	92	2	-1	7	-0.3	5	13	2
Cc1noc(C)c1C(=O)N1CCN(c2cccc(Cl)c2)CC1	0.6	95	-4	1	-5	0.2	6	9	0
Cc1ccc(C2=[N+]([O-])C3(CCCCC3=O)N(O)C2(C)C)cc1 (stereo not given)	-1.0	95	2	1	-3	-0.1	7	13	-1
CSc1nc2ccc(NC(=O)c3ccccn3)cc2s1	0.0	102	4	0	2	0.2	-3	-7	-6
Cc1ccc(NC(=O)NC(=O)CN2C(=O)NC3(CCCCCCC3)C2=O)c(C)c1	1.1	93	-3	2	-2	0.0	-7	0	-7
CCn1c(CNc2ccc(Cl)cc2)nnc1SCC(=O)NCc1ccccc1	0.2	89	-1	-3	-6	0.0	-1	6	0
COC(=O)/C=C/C(=O)N1CCN(c2cccc(Cl)c2)CC1	-0.6	90	1	-1	-9	0.1	7	4	-2
O=C(O)COc1ccccc1/C=N/NC(=O)COc1ccc(-c2ccccc2)cc1	-0.2	116	-1	2	12	0.0	-6	-18	-1
N#CCSc1nnc(C2CCCCC2)n1-c1ccccc1	-0.3	104	2	-4	-6	0.0	3	9	2
O=[N+]([O-])c1ccc2nc(-c3ccc(Cl)cc3)[nH]c2c1	1.0	137	-2	-8	-2	0.2	-7	6	20*
Cc1cccc(N2CC(C(=O)Nc3nnc(SCCC4OCCO4)s3)CC2=O)c1 (stereo not given)	1.9	107	12	-3	19	0.0	13	11	4
